# TNAP inh hiacc = human TNAP enzyme inhibitors, primary screen, biochemical, luminescent, high phosphate acceptor level, uHTS. purified TNAP, CDP-star luminescence, 1 M DEA. inhibition, % at 20 µM. 200,000 tested, 0.03% active. AID 1135, 2008;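 active = over 50% inhibition of tissue-nonspecific alkaline phosphatase at 20 µM in the single-dose screen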;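 also: plate controls were DMSO wells for no effect and EDTA-quenched wells as full inhibition for full effect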
# Target sequence (P05186 whole entry, looked up): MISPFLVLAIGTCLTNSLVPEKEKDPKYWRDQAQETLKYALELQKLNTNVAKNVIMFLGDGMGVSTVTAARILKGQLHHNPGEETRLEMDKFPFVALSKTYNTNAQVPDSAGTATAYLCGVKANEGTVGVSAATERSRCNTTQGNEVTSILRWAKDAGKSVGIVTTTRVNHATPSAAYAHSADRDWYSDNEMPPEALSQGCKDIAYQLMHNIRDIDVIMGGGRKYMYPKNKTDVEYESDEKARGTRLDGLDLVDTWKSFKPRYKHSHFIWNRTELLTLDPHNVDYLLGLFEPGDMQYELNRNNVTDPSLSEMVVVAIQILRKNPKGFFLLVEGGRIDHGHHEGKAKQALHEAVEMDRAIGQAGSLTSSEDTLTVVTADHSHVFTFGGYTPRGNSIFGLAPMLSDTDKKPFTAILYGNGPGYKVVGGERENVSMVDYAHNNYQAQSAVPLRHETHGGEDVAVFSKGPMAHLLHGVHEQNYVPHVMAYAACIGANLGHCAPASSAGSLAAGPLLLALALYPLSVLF
# PMI act hi M6P = human PMI activators, high substrate, primary screen, biochemical, fluorescence intensity, near-saturating mannose 6-phosphate; 190,000 tested, 0.34% active; AID 1216, 2008; activation factor at 20 µM; coupled PMI enzyme assay, resazurin fluorescence, 20 min; stronger effect = higher value; 1 = untreated enzyme, 0 = substrate-free blank;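 active = activation factor of 2 or more at 20 µM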
# Target sequence (P34949 whole entry, looked up): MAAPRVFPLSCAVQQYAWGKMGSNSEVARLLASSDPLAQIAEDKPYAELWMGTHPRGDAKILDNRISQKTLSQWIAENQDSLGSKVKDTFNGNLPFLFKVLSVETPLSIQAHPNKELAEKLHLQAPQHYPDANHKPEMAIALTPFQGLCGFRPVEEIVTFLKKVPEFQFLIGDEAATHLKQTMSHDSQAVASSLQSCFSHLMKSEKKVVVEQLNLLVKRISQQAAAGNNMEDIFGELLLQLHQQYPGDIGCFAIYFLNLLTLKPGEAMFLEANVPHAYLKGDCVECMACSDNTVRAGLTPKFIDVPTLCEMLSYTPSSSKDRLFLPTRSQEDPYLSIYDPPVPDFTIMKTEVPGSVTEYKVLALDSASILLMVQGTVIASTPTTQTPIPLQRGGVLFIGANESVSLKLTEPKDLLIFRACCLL
#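 Test system: human phosphomannose isomerase with PGI, G6PDH, diaphorase coupling enzymes / Doses: 20 µM compound, 1% DMSO / Times: enzyme reaction with compound 20 min at room temperature / Measured by: Diaphorase-driven resazurin-to-resorufin fluorescence, excitation 544, emission 590 nm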
# PMI activator = activators of human PMI, primary screen, biochemical, fluorescence intensity, near-Km mannose 6-phosphate | purified human PMI, coupled resazurin fluorescence, 20 min; stronger effect = higher value; 1 = vehicle control, 0 substrate-free wells | activation factor at 20 µM | 190,000 tested, 0.005% active;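 active = activation factor of 2 or more at 20 µM, relative to plate controls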
# TNAP inh no acc = human TNAP enzyme inhibitors, primary screen, biochemical, luminescent, no phosphate acceptor, uHTS. Alkaline phosphatase, tissue-nonspecific isozyme (Homo sapiens), P05186. purified TNAP, CDP-star luminescence, 30 min. inhibition, % at 20 µM. 200,000 tested, 0.26% active;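 active = tissue-nonspecific alkaline phosphatase inhibition above about 50% at 20 µM in the single-dose screen, limit read from the data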;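 also: 0% = DMSO negative control and 100% = EDTA positive control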
# Diaph act CS = compounds boosting diaphorase resazurin reduction – biochemical, uHTS, resorufin fluorescence, counter-screen for diaphorase-coupled primary assays, primary screen; Diaphorase/resazurin coupled assay, 16 min; stronger effect = higher value; 1 = vehicle wells, 0 = NADH-free wells; activation factor at 20 µM; 190,000 tested, 0.005% active; AID 1229, 2008;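 active = diaphorase activity raised at least twofold by the compound at 20 µM; inactive = activation factor below 2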
#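 Material: bacterial diaphorase enzyme (C. kluyveri); amount: enzyme 0.07 U/mL final; reagent: NADH substrate 0.114 mM plus resazurin dye 0.1 mM, final; doses: single compound dose of 20 µM, 1% DMSO final; timing: 16 min enzyme reaction, ambient temperature; measured by: fluorescence of resorufin, 544 nm excitation, 590 nm emission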
# Diaph inh CS = diaphorase inhibitors and chemical oxidizers, primary screen, counter-screen for diaphorase-coupled primary assays, biochemical, uHTS, resorufin fluorescence | diaphorase resazurin-to-resorufin fluorescence, NADH, 16 min; bacterial (C. kluyveri) enzyme, not human | inhibition, % at 20 µM | 190,000 tested, 0.69% active | AID 1217, 2008;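 active = primary screen inhibition at 20 µM above a set limit, cut at about 50% in these data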;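 also: plate controls were DMSO with full reaction for no effect and wells lacking NADH for full effect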
#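 Assay system – diaphorase enzyme from Clostridium kluyveri · Amount – diaphorase 0.14 U/mL (working solution) · Times – reaction incubation of 16 min at room temperature · Controls – No-NADH positive control and DMSO neutral control · Signal – resorufin fluorescence 544/590 nm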
# Lmaj promast = Leishmania major promastigote growth inhibition, primary screen; Leishmania major promastigotes, resazurin fluorescence viability; inhibition, % at 10 µM; 200,000 tested, 9% active; in the data active = inhibition above about 50%;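 also: promastigotes grown with compound for 44 hours at 28 °C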
# TNAP act hiacc = TNAP activators at high phosphate acceptor level, primary screen, biochemical, luminescence, uHTS; 200,000 tested, under 10 active; activation factor at 20 µM; Alkaline phosphatase, tissue-nonspecific isozyme (Homo sapiens), P05186; purified TNAP, CDP-star luminescence, 1 M DEA, 30 min; stronger effect = higher value; 0 = EDTA background, 1 = DMSO-only activity;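 active = activation factor at least 2 at 20 µM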
#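 Dosing: 20 µM single point. System: human TNAP. Amount: TNAP 1/800 final. Incubation: 30 min, room temperature. Read-out: TNAP activation factor scaled between EDTA and DMSO control wells. Signal: luminescence from CDP-star hydrolysis. Medium: 1 M DEA, pH 9.8, Mg2+, Zn2+. Control set: EDTA negative control, DMSO positive control.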
# bIAP act = bovine intestinal alkaline phosphatase activators, primary screen, biochemical, bovine IAP, CDP-star luminescence. alkaline phosphatase, intestinal [Bos taurus]. purified bovine IAP, 30 min; stronger effect = higher value; fold of DMSO-control signal, blank-subtracted. activation factor at 20 µM. 200,000 tested, 0.17% active;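 active = activation factor of 2 or more at 20 µM, a signal rise over negative controls twice the positive control's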
# bIAP inhibitor = bovine intestinal alkaline phosphatase inhibitors, primary screen, selectivity assay for TNAP inhibitor project, biochemical, bovine IAP, CDP-star luminescence. alkaline phosphatase, intestinal [Bos taurus]. purified bovine IAP, 30 min. inhibition, % at 20 µM. 190,000 tested, under 10 active;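 active = over 50% inhibition of intestinal alkaline phosphatase at 20 µM in the single-dose screen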
#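 Assay system: bovine IAP enzyme; medium: DEA buffer 100 mM, pH 9.8, with MgCl2 1.0 mM, ZnCl2 0.02 mM; doses: 20 µM single dose; incubation: enzyme reaction for 30 min at room temperature; detection: CDP-star luminescence signal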
# Numbers without * were called inactive; · = not tested or not shown.
# Sample of the layout (3 entries):
SMILES,TNAP inh hiacc,PMI act hi M6P,PMI activator,TNAP inh no acc,Diaph act CS,Diaph inh CS,Lmaj promast,TNAP act hiacc,bIAP act,bIAP inhibitor
Cc1ccc(S(=O)(=O)N(CC(=O)O)Cc2ccccc2)cc1,-7,1,1,-14,0.9,10,2,1.1,0.9,7
c1ccc(N2CCN(c3nc4cc5c(cc4s3)OCO5)CC2)cc1,1,0.9,0.8,-4,0.9,10,0,1,0.8,18
OC1CSc2nc3ccccc3n2C1 (stereo unspecified),2,0.9,0.9,-1,1,4,1,1,1,1

# This part in full, from the first entry:
SMILES,TNAP inh hiacc,PMI act hi M6P,PMI activator,TNAP inh no acc,Diaph act CS,Diaph inh CS,Lmaj promast,TNAP act hiacc,bIAP act,bIAP inhibitor
Cc1ccc(S(=O)(=O)N(CC(=O)O)Cc2ccccc2)cc1,-7,1,1,-14,0.9,10,2,1.1,0.9,7
c1ccc(N2CCN(c3nc4cc5c(cc4s3)OCO5)CC2)cc1,1,0.9,0.8,-4,0.9,10,0,1,0.8,18
OC1CSc2nc3ccccc3n2C1 (stereo unspecified),2,0.9,0.9,-1,1,4,1,1,1,1
COc1ccccc1NC(=O)C1C2C=CC(O2)C1C(=O)O (stereo unspecified),-4,0.6,0.9,-6,0.8,23,-3,1,1.1,-5
CC(=O)Nc1ccc2c(c1)n(C)c(=O)n2C,-2,0.9,0.9,-12,0.9,13,0,1,1,4
COc1ccc(-c2nc3oc4cc(OC)ccc4c(=O)c3c(=O)n2Cc2ccco2)cc1,2,0.7,0.7,1,0.8,23,73*,1,0.9,6
Nc1ccc(C(=O)OCC(=O)NC2CC2)cc1[N+](=O)[O-],-2,1,1.1,-9,1,1,-6,1,0.9,6
CCN1CCc2nc(NC(=O)c3cc(F)c(F)cc3Cl)sc2C1,-6,1,1,-11,0.9,10,0,1.1,1,2
C=CCNC(=S)NCC1COc2ccccc2O1 (stereo unspecified),-5,0.9,1,-3,0.9,15,-4,1.1,1,2
O=C(CSc1nnc(-c2ccccn2)n1Cc1ccco1)c1ccc(-c2ccccc2)cc1,-5,1.1,1.2,5,1,2,-8,1,0.9,8
CC1=C(C(=O)OCc2ccccc2)C(c2ccc(Cl)cc2Cl)NC(=O)N1CCCCCC(=O)O (stereo unspecified),-2,1,1.1,-6,1,-4,-4,1,0.7,34
O=C(NCC(c1cccnc1)N1CCN(c2ccccc2F)CC1)c1ccco1 (stereo unspecified),-3,1,1,8,1,4,89*,1,0.9,10
Cc1ccc(S(=O)(=O)/N=C(\N)Nc2nc(C)c3ccc(C)cc3n2)cc1,1,0.9,1,-6,0.9,12,1,1,1,4
CCCCCN=Cc1c(C)[nH]n(-c2nc3ccccc3s2)c1=O,-2,0.9,0.9,0,0.7,28,6,1,1,-5
CC(C(=O)Nc1ccc(S(=O)(=O)N2CCOCC2)cc1)N(c1ccccc1)S(C)(=O)=O (stereo unspecified),-1,0.8,0.8,-6,0.9,11,-7,1,1.1,-7
CCOc1ccccc1N1CC(C(=O)Nc2nccs2)CC1=O (stereo unspecified),-7,1.1,1.1,0,0.9,7,-9,1.1,0.8,16
CCCC(=O)C1=C(O)C(C(=O)OC)C(C)(C)CC1=Nc1ccc(C)cc1 (stereo unspecified),-3,0.9,0.9,-1,0.9,14,1,1,0.9,5
O=C(c1cccc(Br)c1)c1conc1C(=O)c1ccco1,2,1,1,-6,0.8,15,-3,1,1,1
COc1ccc(/C=N/N=C(\N)c2nonc2N)cc1OC,3,0.9,0.9,-4,0.9,11,-4,1,1,2
N#CCCn1cc(/C=C/C(=O)O)c(-c2ccc(F)cc2)n1,-5,1.2,1.2,-7,1,-2,-4,1,1.1,-9
CCOC(=O)N1CCN(c2nc(-c3ccc(Cl)cc3)cs2)CC1,-5,1,0.9,-7,1,-3,-8,1,1,-4
COc1ccc(C(C)=O)cc1CN1C(=O)NC2(CCCCC2C)C1=O (stereo unspecified),-4,0.9,0.9,-5,0.8,17,-4,1,1,3
c1coc(CN(Cc2ccco2)c2ncnc3c2oc2ccccc23)c1,-2,1.4,1.3,-8,0.9,14,22,1,1,-3
CCCN(CCC)CCCNC(=O)c1cc2c(=O)n(C)c3ccccc3c2n1C,-6,1,1,22,0.9,7,51*,1.1,1.2,-22
O=C(CCC(=O)OCC(F)(F)C(F)F)NCc1ccccc1,-5,0.9,1,-2,0.8,19,-14,1,0.9,6
COc1ccc(NC(=O)CSc2nnc(-c3ccco3)n2C)cc1,-4,1.1,1,-7,1,-5,-8,1,0.9,6
CCCc1n(CC(O)COC2CCCCC2)c2ccccc2[n+]1C (stereo unspecified),1,·,·,-6,·,·,4,1,1,0
CC(C)(C)c1ccc(S(=O)(=O)NC(Cc2ccccc2)C(=O)O)cc1 (stereo unspecified),-5,1.1,1,-15,1.1,-5,-8,1.1,1.1,-8
Cc1n[nH]c(C)c1CCC(=O)N/N=C/C=C/c1ccccc1,3,1,1,-19,0.9,11,2,1,0.9,8
COc1ccc(CCNC(=O)CSc2ccc(-c3ccccc3)nn2)cc1,-3,1.1,1,-14,0.9,6,-1,1,0.9,9
COc1ccc(Cl)cc1N1C(=O)C2CCCN2C1c1ccc(F)c(F)c1 (stereo unspecified),-2,1,1,-12,0.9,8,4,1,1,-2
CNC(=O)c1nnc(Cc2ccc(F)cc2)o1,-6,0.8,0.9,-8,0.8,19,-9,1.1,0.9,5
CCCCN1CCc2c([nH]c3ccccc23)C1=O,-4,1,0.9,-12,0.9,14,-7,1,0.8,17
Cc1nn(CC(=O)N2N=C(C(F)F)CC2(O)C(F)F)c(C)c1[N+](=O)[O-] (stereo unspecified),-5,1,1.1,-11,1,2,-3,1,1,2
O=C(Nc1ccc(N2CCCC2)cc1)c1ccc(Br)o1,4,1.9,1.5,-5,1.1,-13,15,1,0.9,12
Cc1nnc(N2C(=O)C(O)=C(C(=O)c3ccco3)C2c2ccc(C(C)C)cc2)s1 (stereo unspecified),1,1.3,1.4,6,0.9,9,-9,1,1,2
COc1ccc(NC(=S)Nc2cc(C)cc(C)n2)cc1OC,-3,1,1,-4,1,1,8,1,1.3,-31
CCOC(=O)c1nn(-c2cc(C(=O)OC)cc(C(=O)OC)c2)cc1O,-5,1,1,-10,0.8,23,-3,1,1,2
Nc1nc(SCC(=O)Nc2ncc(C(F)(F)F)cc2Cl)n[nH]1,-3,1,1.1,-32,1,3,-7,1,1.3,-33
O=S(=O)(c1ccccc1Cl)N1CCC(O)(c2cccnc2)CC1,-6,1,1,-11,0.9,8,-5,1.1,1,4

# Complete entries, looked up by structure. Values in the order: TNAP inh hiacc, PMI act hi M6P, PMI activator, TNAP inh no acc, Diaph act CS, Diaph inh CS, Lmaj promast, TNAP act hiacc, bIAP act, bIAP inhibitor
# Listed for COc1ccc(CCNC(=O)CSc2ccc(-c3ccccc3)nn2)cc1 = -3, 1.1, 1, -14, 0.9, 6, -1, 1, 0.9, 9
# Listed for O=S(=O)(c1ccccc1Cl)N1CCC(O)(c2cccnc2)CC1 = -6, 1, 1, -11, 0.9, 8, -5, 1.1, 1, 4
# Listed for CCOc1ccccc1N1CC(C(=O)Nc2nccs2)CC1=O (stereo unspecified) = -7, 1.1, 1.1, 0, 0.9, 7, -9, 1.1, 0.8, 16

# Next section
SMILES,TNAP inh hiacc,PMI act hi M6P,PMI activator,TNAP inh no acc,Diaph act CS,Diaph inh CS,Lmaj promast,TNAP act hiacc,bIAP act,bIAP inhibitor
COC(=O)NCc1ccc2c(c1)OCO2,-10,1.1,0.9,-10,1.1,-5,-6,1.1,1,-2
O=C1NC2(NN1c1ccccc1)C1CC3CC(C1)CC2C3 (stereo unspecified),4,1,1,-13,0.9,8,-5,1,0.9,8
CCOc1cccc(-c2nnc3sc(-c4ccco4)nn23)c1,-6,1,0.9,-2,0.9,15,-4,1.1,1,-2
CCCc1nc(SCC(=O)Nc2nnc(SCC)s2)c2c(=O)n(C)c(=O)n(C)c2n1,-1,1,0.9,-2,0.9,5,-3,1,0.9,14
CC1CCc2cc(F)ccc2N1C(=O)CSc1nnc(-c2cccs2)n1C (stereo unspecified),-2,1,0.9,-11,1,4,1,1,1,0
CC(C)OC(=O)CC(=O)CSc1nc2c(c(-c3cccs3)c1C#N)CCC2,8,1,0.9,12,0.9,8,-2,0.9,0.9,11
Cc1ccc(C(=O)Oc2ccccc2N2C(=O)C3C4CCC(C4)C3C2=O)cc1 (stereo unspecified),-4,1,1,-9,1,0,1,1,1.1,-10
O=C(NN1C(=O)c2ccccc2C1=O)C1C2CCCCC21 (stereo unspecified),-2,1,0.9,-7,1,5,-4,1,0.9,7
CC(C)CNC(=O)c1ccccc1NC(=O)c1ccc(CSc2ccccc2)cc1,10,1.1,1,0,1,3,11,0.9,1,-4
Cn1c(=O)c(S(=O)(=O)C(C)(C)C)c(O)c2ccccc21,3,1.4,1.2,-17,0.7,29,44,1,1,-4
CN1CCN(C(=O)c2cc3c(s2)-c2ccccc2S(=O)(=O)C3)CC1,-2,0.8,0.9,-20,0.8,16,-3,1,0.9,11
O=C(c1ccccn1)c1ncc(C(F)(F)F)cc1Cl,-3,1,0.9,-15,0.9,15,-8,1,1,-3
COc1ccccc1Oc1coc2c(CN(C)C)c(O)ccc2c1=O,-2,1,1,-11,1,5,0,1,0.9,5
CCN=C1SC(CC(=O)NC(C)C)C(=O)N1CC (stereo unspecified),-7,1,1,-12,0.9,8,0,1.1,0.7,31
CCN(CC)C(=O)CN(c1cccc(C(F)(F)F)c1)S(C)(=O)=O,-1,0.9,0.9,-4,0.8,16,-4,1,1,4
C#CCOCCOCCOCCNc1nc(N2CCN(C(=O)C([C@@H](C)CC)n3cc(C(N)CC(C)C)nn3)CC2)nc(N2CCN(C(=O)[C@H](CCC(=O)O)n3cc(C(N)[C@H](C)CC)nn3)CC2)n1 (stereo partly specified),-8,1,1,-10,0.8,17,-11,1.1,1.2,-20

# Screening data: PubChem BioAssay, several laboratories
